Compound activity deposited in PubChem by National Center for Advancing Translational Sciences (NCATS).
D2 antag – antagonists of human D2 dopamine receptor; HEK293 TREx D2 cells, calcium flux, dopamine EC80; inhibition, % at 10 µM; 340,000 compounds, 2% hits; in the data active means inhibition above about 30%; further: 0% is about no effect
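HEK293 T-REx D2 cells, tet-induced, calcium dye no-wash. Cpd pintool add, 180 s kinetic, then EC80 DA, 180 s kinetic. Ca flux read.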
12-LOX inh – blocks human arachidonate 12S-lipoxygenase | purified 12hLO, xylenol orange hydroperoxide absorbance | Potency, µM (series often up to 108 µM), inactives show at the top dose activity change, negative = inhibition, most hits filed as inhibitors | 580,000 compounds, 1.1% hits | AID 1671190; further: potency means the concentration at half of the fitted maximal effect; on the % scale 0 is the no-effect control and ±100 the full control effect
Target sequence (P18054 whole entry, looked up): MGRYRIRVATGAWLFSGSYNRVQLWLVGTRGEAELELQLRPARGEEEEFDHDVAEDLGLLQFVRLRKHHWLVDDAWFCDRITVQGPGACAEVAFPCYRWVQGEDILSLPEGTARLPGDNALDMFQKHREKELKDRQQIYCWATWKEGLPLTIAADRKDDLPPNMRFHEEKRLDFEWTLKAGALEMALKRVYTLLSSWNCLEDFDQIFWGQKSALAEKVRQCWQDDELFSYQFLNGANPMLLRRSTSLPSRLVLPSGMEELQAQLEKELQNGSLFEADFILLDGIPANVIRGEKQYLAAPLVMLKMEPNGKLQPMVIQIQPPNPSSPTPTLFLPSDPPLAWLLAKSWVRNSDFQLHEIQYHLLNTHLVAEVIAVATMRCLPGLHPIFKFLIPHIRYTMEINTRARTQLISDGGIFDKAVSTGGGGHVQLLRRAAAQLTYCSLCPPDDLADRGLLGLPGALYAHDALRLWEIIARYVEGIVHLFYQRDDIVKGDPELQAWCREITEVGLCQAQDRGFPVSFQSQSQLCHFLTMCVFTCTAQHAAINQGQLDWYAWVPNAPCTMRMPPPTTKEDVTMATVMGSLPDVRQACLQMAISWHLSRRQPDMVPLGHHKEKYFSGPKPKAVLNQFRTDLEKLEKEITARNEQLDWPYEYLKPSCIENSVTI
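Hydroperoxide product was detected by ferrous iron/xylenol orange as the 573 to 405 nm absorbance ratio. Arachidonic acid at 40 uM (final) was turned over for 30 min at room temperature by 150 nM human 12hLO, pH 7.0 Hepes buffer, after 15 min compound preincubation.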
ERG Ets-DNA blk – blocks human ERG Ets domain binding to DNA; Potency, µM (titrated, usually from 76.9 µM), for the others: at the highest dose FP activity, negative = inhibition, hits mostly inhibitors; 370,000 compounds, 0.028% hits; fluorescence polarization, His-ERG Ets domain / labelled DNA; active means well fitted inhibition curve with a large enough effect in the polarisation, with a control signal flat; inconclusive means small, poorly fitted or top-dose-only effect, or effect the other way, or a change in a side signal; inactive means no such curve, though single readings can be large or run the other way; the % refers to the polarisation;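 further: polarization taken with two DNA probes labelled with fluorescein and Texas red; potency means the concentration at half of the fitted maximal effect; % of control where 0% means no effect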
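His-tagged ERG Ets domain (1 uM in the protein solution; 300mM KCl, 50mM Tris-HCl, 1mM EDTA, 1mM DTT, pH 7.5) received compound, then a probe mix of 5 nM fluorescein-DNA and 100nM Texas-615-DNA. Fluorescence polarization was read for both dyes.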
Glioma ERSR ind – ER stress response induction in glioma; U87-MG GRP78 promoter luciferase reporter, 16 h; Potency, µM, for the others: at the highest dose activation, hits mostly activators; 420,000 compounds, 0.02% hits; further: potency means the concentration at half of the fitted maximal effect; series mostly up to about 76 µM; % of control where 0% means no effect; nearly all actives have a fitted effect of over 35% in size
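Stably transfected U87-MG human glioma cells carrying a GRP78-based luminescent sensor were seeded at 1000 cells/well, pin-dosed with compounds and incubated 16 h. Luciferase reagent was then added, and end-point luminescence was read after 10 min at room temperature.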
RGS4 inhibitor – blocks human RGS4-accelerated GTP hydrolysis | Transcreener GDP fluorescence polarization, RGS4-accelerated GTP hydrolysis | Potency, µM (doses to about 114 µM), for the others: at the top dose activity change, negative = inhibition, usual class: inhibitors | 390,000 compounds, 0.039% hits | AID 504845; further: potency means the concentration at half of the fitted maximal effect; on the % scale 0 is the no-effect control and ±100 the full control effect; nearly all actives have a fitted effect of over 75% in size; some results filed as inactive show a strong effect at the top dose
Target sequence (P49798 whole entry, looked up): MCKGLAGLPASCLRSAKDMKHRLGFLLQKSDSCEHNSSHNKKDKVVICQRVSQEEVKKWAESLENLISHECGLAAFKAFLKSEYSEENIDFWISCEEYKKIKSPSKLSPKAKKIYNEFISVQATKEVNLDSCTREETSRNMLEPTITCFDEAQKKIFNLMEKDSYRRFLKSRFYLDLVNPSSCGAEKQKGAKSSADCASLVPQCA
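MLSMR compounds (23 nl, pin-transferred) preincubated 10 min at room temperature with a 500nM (2x) first reagent, then RGS4 at 900nM (2x) plus Transcreener GDP mix added; fluorescence polarization (620/688 nm) read before and after 90 min at 30 °C.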
D2 agonist – activates the human D2 dopamine receptor. activation, % at 2 µM. 340,000 compounds, 0.53% hits. HEK293 T-REx D2 cells, calcium flux agonist mode;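 active means activation over 3 SD above normal in the single-dose calcium agonist read, cut at about 30% in these data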; further: 0% is about no effect
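HEK293 Trex D2 cells, tetracycline-induced, o/n 30 C 5% CO2; no-wash Ca dye, RT 30–90 min; 10-cycle baseline, 23 nl cpd added, kinetic Ca read 180 s; agonist hits = positive Ca response.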
Vif-APOBEC3G blk – Vif-A3G binding inhibition; Q9HC16; HeLa A3G-eYFP + Vif (tagged APOBEC3G with the HIV-1 protein that degrades it), YFP fluorescence, overnight; Potency, µM (series often up to 46.1 µM), inactives show at the highest dose activity, negative = active, hits mostly inhibitors; 410,000 compounds, 0.076% hits; AID 602310;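 further: potency means the concentration at half of the fitted maximal effect; on the % scale 0 is the no-effect control and ±100 the full control effect; nearly all actives have a fitted effect of over 60% in size; hits raise eYFP signal because A3G escapes Vif-driven loss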
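HeLa cells stably expressing Vif and C-terminally eYFP-tagged A3G, seeded overnight at 37 deg C, then exposed to compound by pintool overnight at 37 deg C. Rise in yellow fluorescence (Ex 488/Em 500-530, Acumen) marks blocked Vif-driven A3G degradation.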
LDHA inh – LDHA (human) enzyme inhibition; P00338; purified LDHA, NADH/diaphorase-resazurin fluorescence; active compounds read low; activity change, % (values are at about 110 or 230 µM); 480,000 compounds, 0.15% hits; in the data active means activity change below about -30%; inconclusive means mostly about -25% to -30%;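 further: plate controls were DMSO wells for no effect and wells without enzyme for full effect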
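Human LDH5 (2 nM) was incubated with 0.06 mM NADH and 0.2 mM pyruvate for 5 min at room temperature in Tris pH 7.4. Remaining NADH was coupled through diaphorase/resazurin, and resorufin fluorescence was read at 0 and 20 min.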
Vif-APOBEC3F blk – inhibitors of Vif-A3F interaction; AID 602313; HeLa A3F-eYFP + Vif (tagged APOBEC3F with the HIV-1 protein that degrades it), YFP fluorescence increase; 390,000 compounds, 0.2% hits; Potency, µM (highest dose often 46.1 µM), without a hit: at the top dose activity, negative = active; further: potency means the concentration at half of the fitted maximal effect; % of control where 0% means no effect; nearly all actives have a fitted effect of over 65% in size
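HeLa cells stably expressing Vif plus C-terminally eYFP-tagged A3F were seeded, incubated overnight at 37 deg C, dosed with compound, incubated overnight again at 37 deg C. Yellow fluorescence (Ex 488/Em 500-530) reported blocked Vif-mediated A3F-eYFP degradation.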
* hit, by the source's call; & = joins results of further samples; [ ] = another dose, or the depositor's remark. Unless noted, the call rests on the fitted dose curve; in most records, active means well fitted curve in the direction sought with a large enough effect; inconclusive means small, poorly fitted or top-dose-only effect, or another doubt; inactive means no such curve, though single readings can be large; an effect the other way counts as inactive or inconclusive. This is a subset; the hit share may differ from the screen's.

What do the screens show for `CCOc1ccccc1CNC(=O)c1ccc2c(c1)N(CC)CCS2`?
D2 antag: 4.4; 12-LOX inh: -10.5%&-9.5%; ERG Ets-DNA blk: 0.2%&-3.0%; Glioma ERSR ind: -0.6%; RGS4 inhibitor: 3.0%&4.0%; D2 agonist: 1.5&-0.7; Vif-APOBEC3G blk: 1.7%; LDHA inh: -14.0&-0.5; Vif-APOBEC3F blk: -0.1%

Results for COc1ccc(C(=O)Nc2ccc(N3CCN(C(=O)c4ccccc4)CC3)cc2)cc1[N+](=O)[O-] ?
D2 antag: 12.5; 12-LOX inh: -3.8%; ERG Ets-DNA blk: -13.7%; Glioma ERSR ind: 1.9%; RGS4 inhibitor: 9.0%; D2 agonist: 0.5; Vif-APOBEC3G blk: 1.8%; LDHA inh: -12.1; Vif-APOBEC3F blk: -0.2%

Results for Fc1ccc(NC(=S)NC2CC3CCC(C2)N3Cc2ccco2)cc1 (centres undefined) ?
12-LOX inh: -23.8%; ERG Ets-DNA blk: 5.4%; Glioma ERSR ind: -1.0%; RGS4 inhibitor: -0.8%; Vif-APOBEC3G blk: 4.0%; LDHA inh: -5.8; Vif-APOBEC3F blk: 15.4%

What do the screens show for `CCOc1ccc(NC(=O)COC(=O)Cn2nc(C)c([N+](=O)[O-])c2C)cc1OCC`?
12-LOX inh: -1.4%; ERG Ets-DNA blk: -15.7%; Glioma ERSR ind: -1.3%; RGS4 inhibitor: 27.2%; Vif-APOBEC3G blk: 0.6%; LDHA inh: -9.1; Vif-APOBEC3F blk: -8.3%

What do the screens show for `OC[C@@H]1CN(Cc2ccc3c(c2)OCO3)C[C@H](n2cnc3c(NC4CCC4)ncnc32)O1`?
12-LOX inh: 5.4%; Glioma ERSR ind: -2.1%; Vif-APOBEC3G blk: 0.8%; LDHA inh: -10.4

How did O=C(COC(=O)C12CC3CC(CC(Br)(C3)C1)C2)Nc1cccc(S(=O)(=O)N2CCOCC2)c1 do in these assays?
12-LOX inh: -15.6%; ERG Ets-DNA blk: -2.9%; Glioma ERSR ind: 2.8%; RGS4 inhibitor: 3.4%; Vif-APOBEC3G blk: 0.1%; LDHA inh: -4.8; Vif-APOBEC3F blk: -12.9%

What do the screens show for `O=C(O)CCC(=O)Nc1sc2c(c1C(=O)Nc1cccc3ccccc13)CCCCC2`?
D2 antag: 7.1; 12-LOX inh: inconclusive; ERG Ets-DNA blk: 16.3%; Glioma ERSR ind: -2.5%; RGS4 inhibitor: 3.4%; D2 agonist: 0.7; Vif-APOBEC3G blk: -0.6%; LDHA inh: 0.1; Vif-APOBEC3F blk: 0.2%

Results for CCC(C(=O)N1CCN(c2cc(Cl)ccc2C)CC1)n1nc(C)n2c(cc3occc32)c1=O (centres undefined) ?
12-LOX inh: -26.7%; ERG Ets-DNA blk: -0.6%; Glioma ERSR ind: -1.8%; RGS4 inhibitor: -2.6%; D2 agonist: 0.6; Vif-APOBEC3G blk: -12.7%; LDHA inh: 5.5; Vif-APOBEC3F blk: -5.6%

Results for COc1ccc(OC)c(NC(=O)[C@H](CSCc2ccccc2)N2Cc3ccccc3C2=O)c1 ?
12-LOX inh: -9.5%; ERG Ets-DNA blk: -6.4%; Glioma ERSR ind: -1.6%; RGS4 inhibitor: -2.1%; D2 agonist: -0.5; Vif-APOBEC3G blk: -8.1%; LDHA inh: 8.0; Vif-APOBEC3F blk: -0.2%

How did CC(=O)NC(C)C12CC3CC(CC(CC(=O)O)(C3)C1)C2 (centres undefined) do in these assays?
D2 antag: -9.8; 12-LOX inh: 25.4%; Glioma ERSR ind: -3.1%; RGS4 inhibitor: 7.2%; D2 agonist: -1.2; Vif-APOBEC3G blk: 2.2%; LDHA inh: 0.2; Vif-APOBEC3F blk: 2.3%

What do the screens show for `CCN(c1cc(C)cc(C)c1)S(=O)(=O)c1nnc(NC(=O)c2cccc(F)c2)s1`?
12-LOX inh: -18.4%; ERG Ets-DNA blk: 6.4%; Glioma ERSR ind: -3.0%; RGS4 inhibitor: -14.5%; D2 agonist: 0.5; Vif-APOBEC3G blk: -2.8%; LDHA inh: -2.9; Vif-APOBEC3F blk: -11.3%

Results for CC(Cl)C(=O)c1c[nH]c2ccccc12 (centres undefined) ?
D2 antag: 25.3; 12-LOX inh: 32.5%[activator]; ERG Ets-DNA blk: -3.6%; Glioma ERSR ind: -1.2%; RGS4 inhibitor: -32.8%; D2 agonist: 1.7; Vif-APOBEC3G blk: 0.3%; LDHA inh: -13.9; Vif-APOBEC3F blk: -12.2%

What do the screens show for `Cc1csc2ncc(C(=O)NCCc3ccccc3)c(=O)n12`?
D2 antag: 7.5; 12-LOX inh: -1.1%; ERG Ets-DNA blk: -16.6%; Glioma ERSR ind: -1.9%; RGS4 inhibitor: -12.6%; D2 agonist: 1.4; Vif-APOBEC3G blk: -1.3%; LDHA inh: -3.6; Vif-APOBEC3F blk: -1.3%

What do the screens show for `C/C(=N\NC(=O)c1csc(C)c1C)c1ccc(Cl)s1`?
D2 antag: 8.2; 12-LOX inh: 14.9%; ERG Ets-DNA blk: 9.1%; Glioma ERSR ind: 1.1%; RGS4 inhibitor: -20.1%[11.4 µM]; D2 agonist: 0.4; Vif-APOBEC3G blk: 3.7%; LDHA inh: -0.6; Vif-APOBEC3F blk: -4.2%

Results for COc1ccc(C(O)CNc2ccc(C)cc2)cc1 (centres undefined) ?
D2 antag: -12.2; 12-LOX inh: 0.0%[57.4 µM]; ERG Ets-DNA blk: 5.4%; Glioma ERSR ind: 0.2%; RGS4 inhibitor: -28.1%; D2 agonist: 0.5; Vif-APOBEC3G blk: 0.1%; LDHA inh: 2.5; Vif-APOBEC3F blk: -8.1%

What do the screens show for `COc1ccccc1C(=O)NCCC(=O)NCc1ccncc1`?
D2 antag: -9.9; 12-LOX inh: 8.7%; Glioma ERSR ind: 0.1%; RGS4 inhibitor: -8.5%; D2 agonist: 2.8; Vif-APOBEC3G blk: -2.3%; LDHA inh: -1.3; Vif-APOBEC3F blk: -18.6%

Results for COCCNC(=O)Cn1c(=O)c2cccn2c2ccc(F)cc21 ?
12-LOX inh: -5.0%; ERG Ets-DNA blk: 5.5%; Glioma ERSR ind: -1.5%; RGS4 inhibitor: 10.3%; D2 agonist: -0.4; Vif-APOBEC3G blk: 3.3%; LDHA inh: -1.1; Vif-APOBEC3F blk: -0.2%

Results for COc1ccc(CC(=O)Nc2nc3c(s2)CC(C)CC3)cc1 (centres undefined) ?
12-LOX inh: inconclusive; ERG Ets-DNA blk: 6.2%; Glioma ERSR ind: 1.0%; RGS4 inhibitor: -2.6%; D2 agonist: -0.9; Vif-APOBEC3G blk: 0.7%; LDHA inh: -0.9; Vif-APOBEC3F blk: 2.2%

Results for CC(C)CC(NC(N)=O)C(=O)NCCc1ccc(Cl)cc1 (centres undefined) ?
D2 antag: -5.7; 12-LOX inh: -6.5%; ERG Ets-DNA blk: -3.1%; Glioma ERSR ind: -2.2%; RGS4 inhibitor: -2.9%; D2 agonist: -0.1; Vif-APOBEC3G blk: 0.1%; LDHA inh: -3.8; Vif-APOBEC3F blk: 2.7%

How did Cc1ccccc1NC(=O)c1ccc2[nH]c(C)c(C)c2c1 do in these assays?
12-LOX inh: -4.7%&-0.3%; ERG Ets-DNA blk: -1.8%; Glioma ERSR ind: 0.1%; RGS4 inhibitor: -14.0%; D2 agonist: -0.3; Vif-APOBEC3G blk: -5.5%; LDHA inh: 3.9&-2.2; Vif-APOBEC3F blk: 0.7%

How did C[C@@H]1CN([C@H](C)CO)S(=O)(=O)c2ccc(-c3cccc(C(=O)N(C)C)c3)cc2O[C@H]1CN(C)C(=O)Nc1ccc(F)cc1 do in these assays?
12-LOX inh: inconclusive; Glioma ERSR ind: -7.0%; Vif-APOBEC3G blk: -5.3%; LDHA inh: -1.4; Vif-APOBEC3F blk: 7.8%

How did COc1cccc(-n2c(C)nnc2SCC(=O)Nc2ccccc2N2CCOCC2)c1 do in these assays?
D2 antag: 11.5; 12-LOX inh: -26.9%; ERG Ets-DNA blk: 5.6%; Glioma ERSR ind: -0.7%; RGS4 inhibitor: 8.4%; D2 agonist: -0.8; Vif-APOBEC3G blk: 2.9%; LDHA inh: -6.5; Vif-APOBEC3F blk: -22.8%

How did CCOCc1nnc(NC(=O)C2c3ccccc3Oc3ccccc32)s1 do in these assays?
D2 antag: -31.6; 12-LOX inh: -13.3%; ERG Ets-DNA blk: 9.5%; Glioma ERSR ind: -1.7%; RGS4 inhibitor: 14.5%; D2 agonist: 3.1; Vif-APOBEC3G blk: 3.0%; LDHA inh: -6.9; Vif-APOBEC3F blk: -10.0%

What do the screens show for `O=C(O)CCC(=O)Nc1ccc(-c2nnc(-c3ccco3)o2)cc1`?
D2 antag: -1.6; 12-LOX inh: 23.8%[57.4 µM]; ERG Ets-DNA blk: 12.1%; Glioma ERSR ind: -3.8%; RGS4 inhibitor: -2.5%; D2 agonist: -0.3; Vif-APOBEC3G blk: -5.2%; LDHA inh: -3.6; Vif-APOBEC3F blk: 2.3%

How did Cc1cc(/C(N)=N/OC(=O)c2ccc(Cl)cc2)no1 do in these assays?
D2 antag: -7.4; 12-LOX inh: 0.0%; ERG Ets-DNA blk: -6.0%; Glioma ERSR ind: 7.5%; RGS4 inhibitor: 8.3%; D2 agonist: -0.8; Vif-APOBEC3G blk: 2.2%; LDHA inh: -1.6; Vif-APOBEC3F blk: -10.9%
